Screens deposited in PubChem BioAssay by National Center for Advancing Translational Sciences (NCATS).
EPAC1 agonist: qHTS for Agonist of cAMP-regulated guanine nucleotide exchange factor 3 (EPAC1): primary screen | EPAC1 agonist qHTS, biochemical assay; response scale: 100% = response to 6.5 mM cAMP | AID 720707, 2013 | Rap guanine nucleotide exchange factor 3 (Homo sapiens), O95398 | Potency, µM (highest dose often 154 µM), for inactives: top-dose activation, hits mostly activators | 0.073% of 360,000 active; further: nearly all actives have a fitted effect of over 60% in size
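Read-out is the fluorescence drop as BODIPY-GDP leaves Rap1B (480 nm excitation, 540 nm emission), recorded every 5 minutes over 30 minutes. Reactions held 100 nM EPAC1, 250 nM Rap1B–BODIPY-GDP and 50 uM GDP, with 6.5 mM cAMP setting full activation.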
EPAC1 antagonist: qHTS for Antagonist of cAMP-regulated guanine nucleotide exchange factor 3 (EPAC1): primary screen; 0.14% of 360,000 active; EPAC1 GEF assay, Rap1b-BODIPY-GDP exchange fluorescence; Rap guanine nucleotide exchange factor 3 (Homo sapiens), O95398; Potency, µM (series often up to 115 µM), for inactives: top-dose activity change, negative = inhibition, actives largely listed as inhibitors;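 further: plate controls were vehicle for no effect and positive control for full effect; nearly all actives have a fitted effect of over 50% in size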
EPAC2 antag: qHTS for Antagonist of cAMP-regulated guanine nucleotide exchange factor 2 (EPAC2): primary screen. EPAC2 GEF exchange of Rap1B-BODIPY-GDP, fluorescence. Potency, µM (highest dose often 114 µM), without a hit: at the highest dose activity, negative = inhibition, most hits filed as inhibitors. 0.18% of 360,000 active. AID 720708, 2013; further: on the % scale 0 is the no-effect control and ±100 the full control effect; nearly all actives have a fitted effect of over 45% in size; many of its hits are not listed in these tables
Target sequence (Q8WZA2 whole entry, looked up): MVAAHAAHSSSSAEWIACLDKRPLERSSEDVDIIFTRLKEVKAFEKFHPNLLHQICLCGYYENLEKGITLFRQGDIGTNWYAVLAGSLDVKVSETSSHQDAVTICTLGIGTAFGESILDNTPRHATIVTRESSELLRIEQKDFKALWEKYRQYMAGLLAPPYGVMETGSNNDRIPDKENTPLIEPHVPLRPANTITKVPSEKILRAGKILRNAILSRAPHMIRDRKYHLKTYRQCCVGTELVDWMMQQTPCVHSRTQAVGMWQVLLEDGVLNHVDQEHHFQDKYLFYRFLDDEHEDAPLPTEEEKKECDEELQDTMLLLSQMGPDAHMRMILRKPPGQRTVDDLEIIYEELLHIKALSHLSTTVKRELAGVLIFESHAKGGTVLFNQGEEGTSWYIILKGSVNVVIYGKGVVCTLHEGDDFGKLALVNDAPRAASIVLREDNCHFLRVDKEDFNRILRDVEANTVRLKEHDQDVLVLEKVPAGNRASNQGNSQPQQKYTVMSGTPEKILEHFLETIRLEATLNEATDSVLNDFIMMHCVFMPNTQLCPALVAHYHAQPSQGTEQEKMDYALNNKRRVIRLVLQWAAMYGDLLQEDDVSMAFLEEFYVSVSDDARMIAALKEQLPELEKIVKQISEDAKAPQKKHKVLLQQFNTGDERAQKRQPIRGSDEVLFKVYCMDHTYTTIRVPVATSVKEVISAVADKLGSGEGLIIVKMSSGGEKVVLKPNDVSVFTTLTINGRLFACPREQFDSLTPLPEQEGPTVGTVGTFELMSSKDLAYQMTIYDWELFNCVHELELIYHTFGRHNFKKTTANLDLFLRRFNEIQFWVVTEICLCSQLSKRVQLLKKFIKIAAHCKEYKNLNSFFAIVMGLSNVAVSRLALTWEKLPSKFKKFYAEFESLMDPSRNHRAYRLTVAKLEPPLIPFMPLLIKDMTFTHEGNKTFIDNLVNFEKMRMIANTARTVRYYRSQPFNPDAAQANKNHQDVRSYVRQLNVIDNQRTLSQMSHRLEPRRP
aSyn yeast inh: qHTS of alpha-syn Inhibitors; Yeast expressing alpha-synuclein, growth rescue, BacTiter-Glo, 24 h; Potency, µM (titrated, usually from 46.1 µM), for inactives: at the top dose growth rescue (activation), actives largely listed as activators; 0.14% of 370,000 active; further: % of control where 0% means no effect; nearly all actives have a fitted effect of over 65% in size
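Readout is rescue of growth in alpha-synuclein-expressing yeast, so inhibitors of toxicity appear as activators. Growth after 24 hr at 30 deg C in galactose medium is quantified by luminescence.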
PTHR1 agonist: qHTS for PTHR1 Agonists: Primary Screen | HEK293 GP2 PTHR1 cells, GloSensor cAMP luminescence, 1 h | AID 743266, 2014 | Parathyroid hormone/parathyroid hormone-related peptide receptor (Homo sapiens), Q03431 | Potency, µM (series often up to 115 µM), inactives show at the top dose activation, actives largely listed as activators | 0.075% of 410,000 active; further: nearly all actives have a fitted effect of over 55% in size; some results filed as inactive show a strong effect at the top dose; inactives centre near -15; many of its hits are not listed in these tables
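HEK-293-derived GP2 cells expressing PTHR1 and a GloSensor cAMP reporter, 3,000/well, plated overnight, given luciferin plus IBMX (each 0.5 mM as added) for 1 h at 37 °C, then compound for 1 h at 37 °C. Luminescence was read after 15 min at room temperature.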
FUS yeast rescue: qHTS for Suppressors of FUS Proteinopathy: Primary screen using FUS-linked yeast assay; S. cerevisiae FUS-expressing, growth rescue, OD600, 24 h; Potency, µM (doses to about 76.6 µM), without a hit: at the top dose growth rescue (activation), most hits filed as activators; 0.24% of 390,000 active; AID 1347120, 2019;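 further: plate controls were DMSO vehicle for no effect and reference control for full effect; nearly all actives have a fitted effect of over 55% in size; some results filed as inactive show a strong effect at the top dose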
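Cultures pregrown in 2.5% raffinose medium are shifted to minimal medium containing 2% galactose to express toxic FUS. Compounds are tested at several concentrations. After 24hr at 30C, growth is quantified at 600 nm absorbance.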
EPAC2 ag: qHTS for Agonist of cAMP-regulated guanine nucleotide exchange factor 4 (EPAC2): primary screen; Potency, µM (doses to about 154 µM), for inactives: at the top dose activation, actives largely listed as activators; 0.079% of 360,000 active; AID 720711, 2013; EPAC2 activation, biochemical qHTS; response scale: 100% = 6.5 mM cAMP response; further: nearly all actives have a fitted effect of over 50% in size
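Fluorescence exchange assay: 100 nM EPAC2 with 250 nM RAP1B-BODIPY-GDP and 50 uM GDP; compounds tested as a concentration-titration series (qHTS). Loss of Rap1-bound BODIPY-GDP fluorescence read at 480/540 nm; data normalized to 6.5 mM cAMP.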
TDP43 rescue: qHTS of TDP-43 Inhibitors | Potency, µM (series often up to 46.1 µM), inactives show top-dose growth rescue (activation), actives largely listed as activators | TDP-43 expressing yeast growth rescue, BacTiter-Glo, 24 h | 1.8% of 410,000 active; further: % of control where 0% means no effect; nearly all actives have a fitted effect of over 50% in size
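Yeast expressing TDP-43 (pregrown in raffinose, seeded at OD600=0.02 in galactose medium) exposed to compounds 24 hr at 30 deg C. Growth read by BacTiter-Glo luminescence; rescue of toxicity appears as increased signal.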
The depositor's hits bear a star; i = inactive; ? = inconclusive; . = not tested or not shown; [ ] = another dose, or the depositor's remark. The call rests on the fitted dose curve; in most records, active means well fitted curve in the direction sought with a large enough effect; inconclusive means small, poorly fitted or top-dose-only effect, or another doubt; inactive means no such curve, though single readings can be large; an effect the other way counts as inactive or inconclusive. Potency means the concentration at half of the fitted maximal effect. A portion of the library; the hit share may differ from the screen's.

Value order: EPAC1 agonist, EPAC1 antagonist, EPAC2 antag, aSyn yeast inh, PTHR1 agonist, FUS yeast rescue, EPAC2 ag, TDP43 rescue
1. O=C(NCc1ccccc1)Nc1cccn(Cc2ccc(F)cc2)c1=O
  -3%, -7%, 3%, -2%, -15%, 6%, -15%, 4%
2. COc1ccc(NCC(=O)N/N=C/C=C/c2ccccc2[N+](=O)[O-])cc1
  3%, -8%, -1%, 1%, -12%, 19%, -2%, -2%
3. CCCCCCc1cc2cc(C(=O)Nc3cccc(OC)c3)c(=O)oc2cc1O
  -4%, 14%, 1%, -3%, i, -12%, -7%, 13%
4. C=CCn1c(SCC(=O)N2CCN(CCO)CC2)nc2sc3c(c2c1=O)CCC3
  -7%, -5%, -2%, 3%, i, 8%, -9%, 5%
5. C=CCOc1ccc(C(=O)O)cc1Cl
  -1%, 3%, 7%, -16%, -11%, -17%, 27%, ?
6. Cc1ccc(S(=O)(=O)CCC(=O)OCC(=O)N(C)c2ccccc2)cc1
  2%, 2%, -3%, 4%, i, -15%, -16%, -6%
7. CC1CCN(C(=O)CSc2ccc(-c3ccc(F)cc3)nn2)CC1
  -4%, ?, 0%, 12%, -26%, ., 1%, ?
8. Cc1nc2ccccc2n1CCc1ccccc1
  4%, 8%, -6%, 5%, i, 3%, 0%, 14%
9. COc1ccc(S(=O)(=O)NC2CCCCCC2)cc1C(N)=O
  -15%, -3%, 15%, 0%, 5%, 22%, 3%, -5%
10. N#C/C(=C\C=C\c1ccccc1[N+](=O)[O-])C(=O)NCc1ccccc1
  11%, -17%, -4%, 12%, -19%, 4%, 18%, 0%
11. COc1ccc(NC(=O)COc2ccccc2C(=O)NCC(c2ccccc2)N(C)C)cc1Cl (configuration not stated)
  -1%, 8%, 1%, -1%, -20%, 15%, 13%, -9%
12. Cc1[nH]c2ccccc2c1Cc1nnc(SCCC#N)o1
  4%, -22%, -2%, 4%, i, -10%, 0%, 21%
13. Cc1nc(=O)c(-c2ccccc2)c(C)n1CCCO
  4%, -14%, 1%, -7%, -6%, 8%, 0%, 2%
14. CC(=O)c1cccc(NC(=O)NNC(=O)c2ccc(-c3ccccc3)cc2)c1
  9%, 16%, 7%, 0%, -22%, ., 8%, 9%
15. COC(=O)C1CCN(C2CN(C3CCCCC3)S(=O)(=O)C2)CC1 (configuration not stated)
  13%, -4%, 24%, 0%, -23%, -24%, 9%, 21%

Entries listed so far that have a cyano group:
Value order: EPAC1 agonist, EPAC1 antagonist, EPAC2 antag, aSyn yeast inh, PTHR1 agonist, FUS yeast rescue, EPAC2 ag, TDP43 rescue
10. N#C/C(=C\C=C\c1ccccc1[N+](=O)[O-])C(=O)NCc1ccccc1
  11%, -17%, -4%, 12%, -19%, 4%, 18%, 0%
12. Cc1[nH]c2ccccc2c1Cc1nnc(SCCC#N)o1
  4%, -22%, -2%, 4%, i, -10%, 0%, 21%

Other records
Value order: EPAC1 agonist, EPAC1 antagonist, EPAC2 antag, aSyn yeast inh, PTHR1 agonist, FUS yeast rescue, EPAC2 ag, TDP43 rescue
16. COc1ccccc1NC(=O)CSc1nc(=O)n2cc(C)ccc2n1
  -7%, 9%, 9%, 9%, i, 6%, 12%, 18%
17. CCCNC(=O)C(NS(=O)(=O)c1ccc2c(c1)c(=O)n(C)c(=O)n2C)c1ccccc1 (configuration not stated)
  -1%, -16%, 1%, -3%, i, 7%, 10%, 12%
18. O=c1c(-c2ccco2)[n+]([O-])c2ccccc2n1OCc1ccccc1F
  4%, 14%, 4%, 0%, -13%[57.5 µM], 17%, -6%, -18%
19. CN(Cc1ccco1)C(=O)CC[C@H]1O[C@@H](n2ccc(=O)[nH]c2=O)[C@H](O)[C@@H]1O
  -6%, -11%, 9%, -5%, 23%, 1%, 5%, 0%
20. CSc1ccc(/C=C/C(=O)OCC(=O)NC2CCS(=O)(=O)C2)cc1 (configuration not stated)
  -9%, 11%, 8%, -6%[1.84 µM], -30%[inhibitor], 4%, 11%, 20%
21. COc1cccc(C(C)(O)c2nc(-c3cccs3)cs2)c1 (configuration not stated)
  -9%, -8%, ?, 3%, i, -2%, 4%, 26%
22. Fc1ccc(-[n+]2nc(Nc3ccccc3)sc2-c2cccc(Cl)c2Cl)cc1
  -4%, -15%, -13%, ?, i, 28%, 21%, 29%
23. Cc1snc(S(=O)(=O)/C(C#N)=N/Nc2ccc(C(F)(F)F)cc2)c1C#N
  -6%, -9%, -14%, -12%, i, ?, -20%, -6%
24. CCCNC(=O)C1(C)CCCN(C(=O)c2cccc(C(F)(F)F)c2)C1 (configuration not stated)
  0%, 9%, -12%, 1%, -2%, -17%, 4%, 17%
25. CN(Cc1ccccc1)C(=O)c1cccc(NC(=O)Cc2ccc(NC(=O)C3CCN(C(=O)C4CCC4)CC3)cc2)c1
  -11%, 4%, 8%, -1%, -53%[inhibitor], ?, 3%, 17%

By substructure, those above containing an aryl thioether with sulfur outside any ring (5)
Value order: EPAC1 agonist, EPAC1 antagonist, EPAC2 antag, aSyn yeast inh, PTHR1 agonist, FUS yeast rescue, EPAC2 ag, TDP43 rescue
4. C=CCn1c(SCC(=O)N2CCN(CCO)CC2)nc2sc3c(c2c1=O)CCC3
  -7%, -5%, -2%, 3%, i, 8%, -9%, 5%
7. CC1CCN(C(=O)CSc2ccc(-c3ccc(F)cc3)nn2)CC1
  -4%, ?, 0%, 12%, -26%, ., 1%, ?
12. Cc1[nH]c2ccccc2c1Cc1nnc(SCCC#N)o1
  4%, -22%, -2%, 4%, i, -10%, 0%, 21%
16. COc1ccccc1NC(=O)CSc1nc(=O)n2cc(C)ccc2n1
  -7%, 9%, 9%, 9%, i, 6%, 12%, 18%
20. CSc1ccc(/C=C/C(=O)OCC(=O)NC2CCS(=O)(=O)C2)cc1 (configuration not stated)
  -9%, 11%, 8%, -6%[1.84 µM], -30%[inhibitor], 4%, 11%, 20%
